# From PubChem
# CAL PDZ FP: CAL PDZ (human) peptide binding inhibition | purified CAL PDZ, TMR-peptide fluorescence polarization, 1 h | inhibition, % at 24.9 µM | hit rate 0.92% among 300,000 | AID 602252;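 active = mean inhibition of at least 30% with at least half of replicates also reaching 30%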;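 note: 0% = DMSO neutral control and 100% = excess unlabeled competitor peptide PRC23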
# HTR5A ag ctr: HTR5A agonism, opioid heterodimer counter-screen. P47898. HTR5A agonist assay, luminescence, cell-based. activation, % at 9.3 µM. hit rate 0.61% among 340,000; in the data active = activation mostly above about 9.5%, no sharp cut-off; inactive = mostly below about 7.6%;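 note: 0% = cells with vehicle only and 100% = reference agonist; strong numbers were not always called active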
# Target sequence (P47898 whole entry, looked up): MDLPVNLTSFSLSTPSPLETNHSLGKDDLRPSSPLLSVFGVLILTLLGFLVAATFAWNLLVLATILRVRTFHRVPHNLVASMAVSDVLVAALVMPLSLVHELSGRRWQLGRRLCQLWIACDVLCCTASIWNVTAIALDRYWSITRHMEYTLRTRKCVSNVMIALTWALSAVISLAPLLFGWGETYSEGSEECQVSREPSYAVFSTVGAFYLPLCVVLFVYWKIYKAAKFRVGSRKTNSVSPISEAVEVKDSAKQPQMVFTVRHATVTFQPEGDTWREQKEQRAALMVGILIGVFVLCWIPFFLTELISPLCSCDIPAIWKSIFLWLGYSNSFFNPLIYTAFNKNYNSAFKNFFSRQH
# Keap1 Nrf2 FP: inhibitors of human Keap1-Nrf2 protein-protein interaction | Q14145 | Keap1 Kelch-Nrf2 peptide fluorescence polarization, 1536-well | inhibition, % at 9.4 µM | hit rate 0.15% among 340,000 | AID 504523; in the data active = inhibition above about 12%;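 note: human Keap1 Kelch domain with fluorescein labeled Nrf2 9mer peptide probe; 0% = neutral control wells and 100% = peptide positive control; higher means more block of Keap1 binding to Nrf2 peptide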
# Target sequence (Q14145 whole entry, looked up, the tested form may be a part): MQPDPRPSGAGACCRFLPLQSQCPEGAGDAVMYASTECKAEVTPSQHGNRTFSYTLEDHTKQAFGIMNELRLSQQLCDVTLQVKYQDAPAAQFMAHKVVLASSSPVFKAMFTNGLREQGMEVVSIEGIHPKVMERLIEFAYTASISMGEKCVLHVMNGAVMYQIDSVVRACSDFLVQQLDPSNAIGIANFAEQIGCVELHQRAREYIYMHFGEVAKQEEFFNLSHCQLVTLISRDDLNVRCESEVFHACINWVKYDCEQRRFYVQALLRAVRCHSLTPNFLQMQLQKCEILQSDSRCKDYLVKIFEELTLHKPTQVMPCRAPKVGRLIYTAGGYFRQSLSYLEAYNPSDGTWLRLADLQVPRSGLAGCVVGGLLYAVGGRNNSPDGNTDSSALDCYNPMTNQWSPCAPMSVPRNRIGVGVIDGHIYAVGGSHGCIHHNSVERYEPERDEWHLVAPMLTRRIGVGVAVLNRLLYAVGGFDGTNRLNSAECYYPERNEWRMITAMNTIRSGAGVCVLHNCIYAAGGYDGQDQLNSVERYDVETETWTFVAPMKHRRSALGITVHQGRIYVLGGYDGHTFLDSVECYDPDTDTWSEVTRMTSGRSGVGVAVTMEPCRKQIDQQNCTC
# HTR5A inv ag: counter-screen for OPRM1-OPRD1 inverse agonists: human HTR5A inverse agonism | P47898 | HTR5A cell line, luminescence | inhibition, % at 9.3 µM | hit rate 0.083% among 340,000 | AID 504634; in the data active = inhibition mostly above about 23%, no sharp cut-off; inactive = mostly below about 18%;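 note: 0% = cells with DMSO and 100% = no-cell wells with DMSO; some compounds called inactive have numbers as strong as hits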
# MOR-DOR inv ag: inverse agonists of human mu-delta opioid receptor heterodimerization; AID 504357; cell-based MOR-DOR heterodimer luminescence, inverse agonism; P35372+P41143; hit rate 0.21% among 340,000; inhibition, % at 9.3 µM; in the data active = inhibition above about 22%, passing the limit was not always enough;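 note: 0% = cells with DMSO and 100% = wells without cells with DMSO; values of inactives mirror those of a sister screen read the other way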
# C-LANA FP: inhibitors of KSHV LANA C-terminal domain DNA binding; inhibition, % at 9 µM; hit rate 0.078% among 340,000; MBP-C-LANA/FAM-LBS DNA binding, fluorescence polarization; AID 504423;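 active = highest replicate inhibition at or above 60% at 9 µM, even if other replicates fall short; inactive = all replicates below 60% inhibition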;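 note: 0% = neutral control wells and 100% = 4 µM acridine orange control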
# MOR-DOR ag: agonists of human mu-delta opioid receptor heterodimerization. cells, OPRM1-OPRD1 heterodimerization, luminescence. activation, % at 9.3 µM. hit rate 0.3% among 340,000; in the data active = activation above about 18%;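 note: 0% = vehicle-treated cells and 100% = reference agonist; values of inactives mirror those of a sister screen read the other way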
# Cardiac RTF inh: cardiac RTF calcium desensitization | P19429+P45379 | IANBD-labeled cardiac RTF, Ca2+ fluorescence | inhibition, % at 7.15 µM | hit rate 0.12% among 340,000;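 active = inhibition above the mean inhibition of all tested compounds plus 3 SD, cut at about 17% in these data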;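 note: assay run at fixed EC70 calcium of 1.6 mM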
# V-ATPase pH: alters yeast V-ATPase proton transport; hit rate 0.37% among 350,000; S. cerevisiae, pHLuorin cytosolic pH fluorescence; response, % at 10 µM; in the data active = response mostly above about 7.3%, no sharp cut-off; inactive = mostly below about 5.4%; note: actives read high; inactives centre near 0; some compounds called inactive have numbers as strong as hits; reference of the scale not given here
# cardiac RTF act: cardiac RTF calcium sensitization; activation, % at 7.2 µM; hit rate 0.24% among 340,000; IANBD-labeled TnC RTF fluorescence at EC20 calcium; 0% EC20 calcium, 100% full calcium; P19429+P45379;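 active = activation above the mean over all tested compounds plus 3 SD, cut at about 30% in these data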;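 note: rise in fluorescence read as greater calcium sensitivity of cardiac thin filaments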
# An asterisk follows results filed as active; . = not tested or not shown.
SMILES	V-ATPase pH	HTR5A ag ctr	Cardiac RTF inh	MOR-DOR ag	cardiac RTF act	C-LANA FP	CAL PDZ FP	MOR-DOR inv ag	Keap1 Nrf2 FP	HTR5A inv ag
CCN(CC)S(=O)(=O)c1ccc(N2CCCC2)c(NC(=O)CN2C(=O)NC3(CCCC3)C2=O)c1	-14	5	-3	-2.3	-3	-0.1	-3	11	0	-3
Cc1ccc(NC(=S)c2nc3ccccc3[nH]2)c(C)c1	3	0	-3	10	6	0.6	-2	-52	1	0
O=C(/C=C/c1ccccc1)NC(NC(=S)Nc1ccc(Cl)cc1)C(Cl)(Cl)Cl (configuration not stated)	-3	4	3	4.5	0	0.5	-7	-28	-4	-3
Nc1nc2c(s1)C(=O)CC(c1ccccc1)C2 (configuration not stated)	-58	0	-10	-1.0	-2	-0.2	-3	6	2	5
CCC1CCCCN1C(=O)C(=O)c1cn(CC(=O)N(CC)CC)c2ccccc12 (configuration not stated)	1	-3	-6	-3.6	1	0.3	19	20	0	-6
CCn1c(CNC(=O)c2ccco2)nnc1SCCOc1ccccc1	1	5	-8	-1.9	-1	0.2	-1	10	-5	-15
Cc1nnc(NC(=O)CSc2nc3ccccc3[nH]2)s1	-2	9	1	-0.9	-5	-0.7	-9	4	-4	5
Cc1cc(NC(=O)CCC(=O)N(CC(=O)NC2CCCC2)c2ccc(C(C)C)cc2)no1	0	3	-2	-1.2	4	1.3	-5	9	1	-18
CC(=O)N1CCc2cc(S(=O)(=O)CCC(=O)NCc3ccc4c(c3)OCO4)ccc21	2	-2	-4	-1.4	2	-1.7	.	8	-2	6
CN(C(=O)CSc1nc(N)nn1-c1ccccc1)c1ccccc1	1	2	-3	-0.1	-2	-0.2	9	1	-1	-7
O=C(Nc1nnc(-c2ccccc2)o1)c1cccc(S(=O)(=O)N2CCOCC2)c1	-2	2	4	0.0	-6	0.3	7	0	-6	-9
O=C(O)c1ccc2c(c1)C(=O)N(c1ccc([N+](=O)[O-])cn1)C2=O	5	-2	-5	-1.4	-5	-0.1	0	7	-6	8
Cc1ccc([C@H]2C(C(=O)O)=CC[C@@H](c3ccc(Cl)c(Cl)c3)N2S(=O)(=O)c2ccc(C)cc2)cc1	-2	-2	-8	-3.6	-7	1.9	0	17	-1	6
O=C1N(CCCCN2C(=O)C3(OCCO3)c3ccccc32)c2ccccc2C12OCCO2	-1	5	-9	-2.3	-2	0.3	-2	12	-3	-13
NC(CC(=O)NC(c1ccccc1)(c1ccccc1)c1ccccc1)C(=O)O (configuration not stated)	1	2	1	-3.1	-5	0.6	4	16	2	13
Cc1ccc2oc(-c3cccc(NC(=O)c4ccc(Br)o4)c3)nc2c1	1	8	6	-3.4	1	0.5	-1	16	0	-20
Cc1ccccc1C(=O)N1CCC(C(=O)Nc2nccs2)CC1	1	4	-6	-1.7	-3	-0.7	-3	9	4	-14
Cc1ccc(C)c(S(=O)(=O)NCc2ccc(C(=O)NCc3ccccn3)cc2)c1	-4	7	3	-3.3	-4	-1.0	-3	14	2	-17
CCCN(CCC)S(=O)(=O)c1ccc(C(=O)Nc2nnc(-c3cc(OC)cc(OC)c3)o2)cc1	-5	-2	-4	-1.2	0	-0.6	-1	7	2	12
COCCNC(=O)[C@H]1N2C(=O)c3c(ccc(OC)c3OC)C2SC1(C)C (some centres not stated)	-4	-2	-2	-3.5	9	0.6	-2	16	-1	6
Cc1cc(C(=O)NCCCN2CCCC2=O)cs1	-4	-6	0	-1.9	-2	0.8	-1	11	1	3
CC(C)c1ccc(NC(=O)N2CCc3ccccc3C2)cc1	-2	-4	14	1.1	-3	0.6	-2	-8	1	10
Cc1ccc(NC2=CC(=O)CC(C)(C)C2)c(N)c1	2	0	0	-1.4	-2	-0.6	-4	6	-4	-7
O=S(=O)(c1cccc(-c2csc(-c3ccccc3)n2)c1)N1CCOCC1	1	-1	0	-1.1	0	0.6	-2	6	0	-2
Cc1ccc(/C=N/Nc2ccc3c(C(F)(F)F)cc(C(F)(F)F)nc3n2)cc1	0	2	-5	-2.2	1	0.9	13	10	0	17
CN1CCN(c2ccccc2NC(=O)c2ccc(-c3cccc(Cl)c3)o2)CC1	-1	-2	-3	62*	-1	-1.9	0	-335	-7	-16
CSCCC(NC(=O)COc1ccccc1)C(=O)N1CCN(c2cccc(C(F)(F)F)c2)CC1 (configuration not stated)	2	-2	-22	6.4	-16	-1.4	.	-33	2	5
Cc1c(C)c2ccc(OS(C)(=O)=O)cc2oc1=O	-2	4	3	0.2	-2	-0.9	-4	-1	-2	-14
CCCN(CC1CC1)c1nc(C)nc(Nc2c(Cl)cc(Cl)cc2Cl)c1Cl	3	3	0	-0.8	3	0.3	0	5	5	-4
COC(=O)C1=C(C)OC(N)=C(C#N)C1c1ccco1 (configuration not stated)	6	0	-1	-1.4	2	-1.0	-5	8	-3	-2
CC(CNC(=O)CCn1c(=O)c2cccn2c2ccc(F)cc21)c1ccccc1 (configuration not stated)	-3	-1	1	-3.4	-10	2.2	-4	19	-2	-13
COCC(C)n1c(SCc2cc(C(=O)OC)c(C)o2)nc2ccccc2c1=O (configuration not stated)	1	5	6	4.6	-3	-6.1	-4	-23	-5	-14
O=C(COC(=O)Cn1cnc2ccccc2c1=O)NCc1ccccc1Cl	-2	1	-2	-2.6	-3	-0.7	-4	13	-1	-9
Cc1ccc(NC(=O)NC(=O)c2ccccc2)cc1F	-1	8	-3	-2.1	1	-0.7	.	11	-7	13
Cc1ccc(C2CC2C(=O)NNC(=S)Nc2cccc(C)c2)cc1 (configuration not stated)	5	-1	-4	0.4	0	0.5	-4	-2	-2	-13
Cc1nc2ccccc2c2oc(C(=O)N3CCN(C(=O)c4ccco4)CC3)cc12	1	-6	2	-1.4	-1	-4.0	-9	7	-4	15
COC(=O)[C@]1(C)N[C@H](CN(C)S(=O)(=O)c2ccc(OC)cc2)[C@@H]2C(=O)N(C)C(=O)[C@@H]21	-2	0	2	-1.6	-6	-1.1	0	8	3	1
CCCCn1nnc(NC(=O)c2cc3ccccc3o2)n1	0	0	-6	-1.0	-1	-1.2	1	5	-6	1
CSc1nnc(NC(=O)c2ccc3c(c2)OCO3)s1	7	2	2	-2.5	-5	-0.3	-3	13	-2	5
COc1ccc(C2C(C#N)=C(C)NC(C)=C2C(=O)OC(C)C)c(OC)c1 (configuration not stated)	-5	3	-5	0.9	3	-1.4	-2	-5	2	-7

# Retrieved by compound from the list above, 4 records:
SMILES	V-ATPase pH	HTR5A ag ctr	Cardiac RTF inh	MOR-DOR ag	cardiac RTF act	C-LANA FP	CAL PDZ FP	MOR-DOR inv ag	Keap1 Nrf2 FP	HTR5A inv ag
Cc1ccc(NC(=S)c2nc3ccccc3[nH]2)c(C)c1	3	0	-3	10	6	0.6	-2	-52	1	0
Cc1ccc(/C=N/Nc2ccc3c(C(F)(F)F)cc(C(F)(F)F)nc3n2)cc1	0	2	-5	-2.2	1	0.9	13	10	0	17
CSc1nnc(NC(=O)c2ccc3c(c2)OCO3)s1	7	2	2	-2.5	-5	-0.3	-3	13	-2	5
O=C(Nc1nnc(-c2ccccc2)o1)c1cccc(S(=O)(=O)N2CCOCC2)c1	-2	2	4	0.0	-6	0.3	7	0	-6	-9

# Among those listed so far, these have a cyano group:
SMILES	V-ATPase pH	HTR5A ag ctr	Cardiac RTF inh	MOR-DOR ag	cardiac RTF act	C-LANA FP	CAL PDZ FP	MOR-DOR inv ag	Keap1 Nrf2 FP	HTR5A inv ag
COC(=O)C1=C(C)OC(N)=C(C#N)C1c1ccco1 (configuration not stated)	6	0	-1	-1.4	2	-1.0	-5	8	-3	-2
COc1ccc(C2C(C#N)=C(C)NC(C)=C2C(=O)OC(C)C)c(OC)c1 (configuration not stated)	-5	3	-5	0.9	3	-1.4	-2	-5	2	-7

# Continuation.
SMILES	V-ATPase pH	HTR5A ag ctr	Cardiac RTF inh	MOR-DOR ag	cardiac RTF act	C-LANA FP	CAL PDZ FP	MOR-DOR inv ag	Keap1 Nrf2 FP	HTR5A inv ag
Cc1c(Cl)cccc1NC(=O)CCN1C(=O)NC(C)(C)C1=O	1	1	-3	-0.2	1	1.3	0	2	-2	5
O=C(Nc1ccccc1)C1CCN(S(=O)(=O)c2cccs2)CC1	2	4	-7	3.3	0	0.7	1	-14	-3	-9
O=C(O)CCc1nc(-c2cccs2)no1	2	-7	-21	-1.4	-2	0.7	2	8	1	-29
COc1ccccc1CN1CCNC(=O)C1CC(=O)NC1CCCCCC1 (configuration not stated)	3	-2	-6	-1.5	3	1.1	2	8	-8	3
O=C1CCC(C(=O)N2CCC(O)(c3ccccc3)CC2)CN1CCc1ccccc1 (configuration not stated)	1	2	-7	-3.4	-1	-1.0	15	19	-4	-10
NS(=O)(=O)c1cccc(NC(=O)COc2ccc([N+](=O)[O-])cc2)c1	3	-1	3	-1.1	2	-1.3	-2	6	-4	4
CCOC(=O)c1c(C)[nH]c(C)c1S(=O)(=O)N1c2ccccc2CC1C (configuration not stated)	-4	4	0	-1.0	-2	1.0	-4	6	-2	-17
COc1cc(NC(=O)CN2CCCCC2)c(C)cc1[N+](=O)[O-]	1	2	-17	-2.4	-6	-0.7	-5	12	2	13
O=C(Cn1cncn1)c1ccccc1Br	0	2	0	-2.6	0	-0.6	-2	11	3	-9
CCn1nc(NC(=O)c2ccco2)c2cc3ccc(C)cc3nc21	-4	3	-2	-2.3	6	0.6	-7	13	-6	-9
CC(C)(C)C1CCc2c(C(=O)NNC(=O)CCC(=O)O)csc2C1 (configuration not stated)	1	5	-11	-1.0	3	-0.8	-3	5	-5	-16
CC(=O)Nc1nc(-c2ccccc2)ns1	-4	-3	-9	-2.4	-3	-0.7	-7	12	-6	-7
COCCN(C(=O)CSc1nnc(-c2ccccc2F)n1C)c1c(N)n(Cc2ccccc2)c(=O)[nH]c1=O	0	-2	0	-1.6	5	-0.9	45*	8	-1	6
CC1Cc2ccccc2N1C(=O)CCn1c(=O)oc2ccccc21 (configuration not stated)	-2	-1	6	-1.2	-4	-1.3	0	7	-2	-9
COc1cccc(C2=NOC(C(=O)NC(C)C)C2)c1 (configuration not stated)	4	2	-8	-1.4	0	0.1	-2	8	-3	19
COC(=O)C1C(=O)CC(C)(O)C(C(=O)OC)C1/C=C/c1ccccc1 (configuration not stated)	0	0	8	-4.6	4	1.1	1	25	-4	-1
COc1ccc2[nH]c(=O)c(C(c3nnnn3CC3CCCO3)N3CCCCC3)cc2c1 (configuration not stated)	1	0	-3	-0.6	1	-1.6	-33	3	0	2
CCN(CC)Cc1c(O)ccc2c(=O)c(-c3ccc4c(c3)OCCO4)coc12	5	2	-23	2.7	12	-2.2	25	-16	-8	-2

# Marked active in MOR-DOR ag, of those listed so far:
Molecule,V-ATPase pH,MOR-DOR ag,C-LANA FP,CAL PDZ FP,MOR-DOR inv ag,Keap1 Nrf2 FP
CN1CCN(c2ccccc2NC(=O)c2ccc(-c3cccc(Cl)c3)o2)CC1,-1,62*,-1.9,0,-335,-7
